From PubChem
RAM network inh: inhibitors of the yeast RAM network; S. cerevisiae dse1pr::URA3 reporter, 5-FOA growth OD615, 2 d; analog-sensitive cbk1-as2 kinase mutant strain; inhibition, % at 50 µM; 190,000 tested, 1.8% active; AID 868;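 active means inhibition above a set limit, 3 SD over mean compound inhibition, cut at about 8.4% in these data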;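 further: 0% = DMSO-only wells with no growth and 100% = 10 µM 1-NA-PP1 full growth; inhibition rescues growth on 5-FOA so higher OD means more RAM inhibition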
Hsp70 activator: Hsp70 transcriptional activation, primary screen; HeLa Hsp70 promoter luciferase reporter, luminescence; scaled: vehicle 0, proteasome-inhibitor control 100%; activation, % at 10 µM; 200,000 tested, 0.04% active;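 active means activation above the mean across all tested compounds plus 3 SD, cutoff set per campaign, cut at about 5.5% in these data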;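 further: 100% = MG132 at 30 µM as the positive control and 0% = DMSO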
S1P3 antag: blocks the human S1P3 receptor; 170,000 tested, 0.27% active; CHO S1P3 NFAT-BLA reporter, FRET fluorescence, antagonist mode; Q99500; inhibition, % at 4.98 µM;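 active means inhibition above the plate cutoff, the mean inhibition of test wells on that plate plus 3 SD, cut at about 28% in these data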;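 further: cells challenged with S1P at its EC80 of 0.8 µM; blue over green emission ratio from cleaved BLA substrate after 4 h stimulation; 0% = S1P-stimulated wells and 100% = unstimulated DMSO-only wells; some compounds past the cut are filed as inactive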
PMI activator: increases human mannose-6-phosphate isomerase activity | P34949 | purified human PMI, coupled resazurin fluorescence, 20 min; hits give high values; 1 = vehicle control, 0 substrate-free wells | activation factor at 20 µM | 190,000 tested, 0.005% active | AID 1214;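 active means activation factor of 2 or more at 20 µM, relative to plate controls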
Target sequence (P34949 whole entry, looked up): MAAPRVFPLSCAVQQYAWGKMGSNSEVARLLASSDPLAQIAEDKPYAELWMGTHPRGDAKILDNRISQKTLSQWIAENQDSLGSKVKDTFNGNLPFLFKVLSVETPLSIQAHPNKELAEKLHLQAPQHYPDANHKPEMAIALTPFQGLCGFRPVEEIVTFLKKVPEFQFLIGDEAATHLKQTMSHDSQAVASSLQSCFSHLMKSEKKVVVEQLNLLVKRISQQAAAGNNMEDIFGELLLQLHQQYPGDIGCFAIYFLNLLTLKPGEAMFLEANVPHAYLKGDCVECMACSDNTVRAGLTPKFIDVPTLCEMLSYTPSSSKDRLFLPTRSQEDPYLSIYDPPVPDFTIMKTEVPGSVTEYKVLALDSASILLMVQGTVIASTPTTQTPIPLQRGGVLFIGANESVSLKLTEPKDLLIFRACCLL
TNAP inh no acc: TNAP (human) inhibition, acceptor-free conditions; purified TNAP, CDP-star luminescence, 30 min; inhibition, % at 20 µM; 200,000 tested, 0.26% active; AID 1012;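 active means tissue-nonspecific alkaline phosphatase inhibition above about 50% at 20 µM in the single-dose screen, limit read from the data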;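 further: 0% = DMSO negative control and 100% = EDTA positive control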
Target sequence (P05186 whole entry, looked up): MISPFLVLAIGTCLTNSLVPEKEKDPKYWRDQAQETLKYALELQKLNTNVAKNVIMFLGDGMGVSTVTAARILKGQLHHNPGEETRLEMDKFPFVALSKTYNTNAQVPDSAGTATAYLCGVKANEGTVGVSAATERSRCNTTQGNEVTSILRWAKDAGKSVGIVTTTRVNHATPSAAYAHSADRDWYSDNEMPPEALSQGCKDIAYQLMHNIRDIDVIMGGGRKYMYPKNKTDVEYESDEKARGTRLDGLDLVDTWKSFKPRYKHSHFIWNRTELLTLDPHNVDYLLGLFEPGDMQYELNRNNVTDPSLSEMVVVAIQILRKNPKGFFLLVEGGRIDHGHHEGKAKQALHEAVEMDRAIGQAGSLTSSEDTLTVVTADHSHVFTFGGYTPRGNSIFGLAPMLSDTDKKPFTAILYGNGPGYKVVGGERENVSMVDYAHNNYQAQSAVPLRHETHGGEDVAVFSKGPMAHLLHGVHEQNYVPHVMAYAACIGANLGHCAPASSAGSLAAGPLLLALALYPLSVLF
L major viab: reduces viability of Leishmania major promastigotes | resazurin fluorescence viability | inhibition, % at 10 µM | 200,000 tested, 9% active | AID 1063; in the data active means inhibition above about 50%;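 further: promastigotes grown with compound for 44 hours at 28 °C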
TNAP inh hiacc: inhibitors of human TNAP at high phosphate acceptor concentration | 200,000 tested, 0.03% active | inhibition, % at 20 µM | AID 1135 | purified TNAP, CDP-star luminescence, 1 M DEA;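 active means over 50% inhibition of tissue-nonspecific alkaline phosphatase at 20 µM in the single-dose screen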;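 further: plate controls were DMSO wells for no effect and EDTA-quenched wells as full inhibition for full effect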
Redox H2O2 prof: compounds producing H2O2 with reducing agent – biochemical, NIH compound library profiling, artefact control for MLSCN library redox annotation, primary screen; 200,000 tested, 0.03% active; activation, % at 10 µM; DTT-dependent redox cycling H2O2, phenol red/HRP absorbance; 100% = 100 µM peroxide control, 0% = buffer;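 active means activation of at least 50% relative to the plate's high and low controls in the primary single-dose screen; inactive means activation below 50%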;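 further: compound incubated with DTT at 0.8 mM final as the reducing agent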
HMGR II inh: blocks class II HMG-CoA reductase of Enterococcus faecalis; AID 1066; purified E. faecalis HMGR, NADPH absorbance 340 nm kinetic; inhibition, % at 10 µM; 190,000 tested, 0.41% active;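 active means inhibition above a set limit, the median over all tested compounds plus 3 SD, cut at about 9.5% in these data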;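 further: enzyme runs in reverse so mevalonate oxidation gives rising NADPH absorbance; 0% = complete reaction with DMSO and 100% = background rate lacking mevalonate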
PMI act satM6P: increases human PMI activity with near-saturating mannose 6-phosphate; 190,000 tested, 0.34% active; AID 1216; activation factor at 20 µM; coupled PMI enzyme assay, resazurin fluorescence, 20 min; hits give high values; 1 = untreated enzyme, 0 = substrate-free blank;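 active means activation factor of 2 or more at 20 µM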
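Test system: human PMI in coupled enzyme assay; Input: PMI at 15 ng/mL final; Medium: HEPES buffer, pH 7.4; Schedule: 20 min incubation at room temperature; Technique: resorufin fluorescence at Ex 544/Em 590 nm; Compound: 20 µM single dose; Probe or stimulus: Near-saturating mannose-6-phosphate, 1.0 mM.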
Numbers without * were called inactive; nt = no result given.

SMILES	RAM network inh	Hsp70 activator	S1P3 antag	PMI activator	TNAP inh no acc	L major viab	TNAP inh hiacc	Redox H2O2 prof	HMGR II inh	PMI act satM6P
Cn1ncc(Cl)c1C(=O)N1CCOCC1	-0.1	-0.1	-1	0.9	-4	-6	-2	-0.3	-2	0.9
COc1cc(C)c(Cc2cnc(N)nc2N)cc1OC	nt	0.0	0	1	-8	nt	-6	nt	3	1
Cc1ccc(NC(=O)CCC(=O)NNC(=O)/C=C/C(=O)O)c(C)c1	-0.9	-0.4	5	1.2	17	-6	-3	1.7	-5	1.3
Cc1ccccc1-n1c(SCC(=O)N2CCN(c3ccccc3)CC2)nnc1-c1ccncc1	1.3	0.1	2	1	3	62*	-3	-2.4	-4	1
CC(C)[C@H]1CN(C)CCN1Cc1cn(C)nc1-c1cccc(Cl)c1	1.5	-0.2	-20	1	-10	5	-9	0.6	-1	1
COC(=O)NNC(=O)COc1cc(C)c(Br)cc1C(C)C	1.2	-0.3	5	0.9	-8	-5	-5	0.1	0	1
COc1ccccc1NC(=S)NNC(=O)c1ccccc1Br	2.3	-0.4	-8	0.9	-136	6	1	0.1	5	1
N/C(Cn1cncn1)=N\OC(=O)c1ccc(Cl)cc1	-0.1	-0.2	-23	1	-8	-4	-4	-1.2	-3	0.9
O=C(CCc1ccc(S(=O)(=O)N2CCOCC2)cc1)Nc1nccs1	0.7	-0.5	nt	1	-12	-1	-8	-4.8	-4	0.9
O=C(CCc1nc(-c2ccccc2F)no1)NCc1ccco1	1.3	-0.1	-14	1	-13	-11	-6	3.1	-4	1
CCNC(=S)N(Cc1ccc(OC)cc1)C1CC(=O)N(c2ccc(OCC)cc2)C1=O (stereo unspecified)	0.7	-0.1	nt	0.9	-12	10	-6	-1.6	2	0.8
Cc1ccnc(N2C(=O)c3ccccc3C2Nc2ccccc2Cl)c1 (stereo unspecified)	1.6	0.0	14	0.9	-8	36	0	-0.4	-3	1
CS(=O)(=O)N(CC(=O)N1CCN(c2cccc(Cl)c2)CC1)c1cccc(F)c1	1.5	0.0	11	0.8	-5	0	-2	0.3	-1	0.8
CCNC(=S)N1CCCC(c2nc3ccc(C)cc3[nH]2)C1 (stereo unspecified)	-0.1	-0.5	-29	0.9	-2	1	-4	-0.2	-1	0.9
O=C(c1cc2nc(-c3ccco3)cc(C(F)(F)F)n2n1)N1CCN(c2ccccc2)CC1	3.9	-0.3	-69	0.8	-3	8	3	-1.9	6	0.9
CC(C)=C1C2CCC1C(C(=O)NCc1ccccc1)C2C(=O)O (stereo unspecified)	-1.0	-0.4	14	1.2	-13	-3	-9	0.0	0	1
CSc1nc2nc3c(c(=O)n2[nH]1)CCC3	-0.3	-0.1	nt	1.1	-15	-4	-4	0.4	-1	1.1
Cc1cc(C)c2cccc(N)c2n1	-0.9	-0.1	-13	0.7	-6	-5	-4	-0.6	-4	0.4
FC(F)(F)c1nnc2sc(-c3ccncc3)nn12	-0.3	-0.4	-39	1	-4	-3	6	1.9	0	1
COc1ccc(-n2nc(C(=O)Nc3ccc(OC)c(OC)c3)c3c4ccccc4n(C)c3c2=O)cc1	13*	-0.2	nt	0.9	-13	1	-5	-0.8	0	0.9
CCn1c(O)c(N=NC(=O)c2cccc(S(=O)(=O)N3CCCCC3)c2)c2ccccc21	4.2	-0.5	1	0.8	6	3	7	-0.5	-6	0.8
Cn1c(-c2ccc(F)cc2)cnc1SCC(=O)N1CCCCC1	0.1	0.3	12	1.1	-5	-1	-3	-0.3	-12	1.1
COc1ccc(NS(=O)(=O)c2cccc(C(=O)N/N=C/c3ccc(O)cc3)c2)cc1	4.2	-0.1	-3	1	7	-10	-1	-0.7	-1	1
COc1cc(C(C)=O)ccc1OCC(O)CNCC1(N2CCCCC2)CCCCC1 (stereo unspecified)	0.8	-0.3	7	1	-14	-1	-4	1.6	-3	1
Cc1ccc(S(=O)(=O)N2CCCC2C(=O)Oc2ccccc2)cc1 (stereo unspecified)	-0.4	-0.1	6	0.8	-4	-1	-2	2.9	0	0.9
Going on with the list.
SMILES	RAM network inh	Hsp70 activator	S1P3 antag	PMI activator	TNAP inh no acc	L major viab	TNAP inh hiacc	Redox H2O2 prof	HMGR II inh	PMI act satM6P
O=C(O)CCC(=O)/C=C/c1ccccc1	-0.5	-0.1	-1	0.8	-10	1	-11	1.0	12*	0.9
CCCN(C(=O)CSc1nnnn1C)c1c(N)n(Cc2ccccc2)c(=O)[nH]c1=O	5.2	0.0	3	1	-3	-6	2	-0.1	5	0.9
CCCNC(=O)Nc1ccc(F)c(Cl)c1	2.6	0.7	-16	0.9	-6	36	-3	0.7	6	0.8
O=C(Nc1cccc(Cl)c1)Nc1ccccc1C(=O)NCc1ccco1	1.5	-0.4	nt	0.9	-6	34	5	0.0	1	0.9
CCOC(=O)c1c(C)[nH]c(C(=O)COC(=O)C(C)Oc2ccc(Cl)cc2Cl)c1C (stereo unspecified)	4.7	-0.2	14	0.8	9	-5	0	-0.4	-1	0.9
COc1ccc(C(=O)NNC(=S)NC(=O)c2cc(-c3ccccc3)nc3ccccc23)cc1	3.6	-0.2	nt	1.2	-6	-8	-2	16	-6	1.3
O=C(NC(=S)Nc1cc(S(=O)(=O)N2CCOCC2)ccc1O)c1ccco1	-0.1	-0.5	-20	0.8	-44	-2	-1	-0.4	1	1
CCOC(=O)c1c2n(c3ccc(O)cc13)CCC2	2.2	-0.2	nt	0.9	-10	-2	-3	0.3	-1	0.9
COc1ccc(NC(=O)c2cccnc2C(=O)O)c(OC)c1	-0.5	0.0	nt	0.6	-3	3	2	-1.8	-3	0.7
CC(SCc1ccccc1)C(=O)NN=C1CCN(C)CC1 (stereo unspecified)	1.5	-0.3	nt	0.9	-14	1	-4	0.7	-3	0.9
O=C(O)CN1C(=O)c2ccc(Oc3cccc4c3C(=O)N(CC(=O)O)C4=O)cc2C1=O	-0.7	-0.3	nt	0.9	-6	-6	0	0.1	1	1
Cc1ccc(-c2nn(-c3ccccc3)cc2NC(=O)CCl)cc1	-0.4	-0.2	-3	1.3	2	93*	5	0.3	-9	1.2
COC(=O)c1cccc(Oc2cccc(C(F)(F)F)c2)n1	2.2	0.2	10	1.1	-9	-1	1	-1.8	-5	1
Cc1cccc(NC(=O)CCCn2cc([N+](=O)[O-])cn2)n1	-0.5	-0.2	-12	1	8	-5	1	0.1	-7	1
O=C(COC(=O)C1CCN(S(=O)(=O)c2ccc3c(c2)OCCO3)CC1)Nc1cccc2ccccc12	6.5	-0.3	5	0.8	-36	-1	-3	0.1	1	0.9
O=C(NCC1CCCCN1)c1cc(OCC(F)(F)F)ccc1OCC(F)(F)F (stereo unspecified)	1.7	-0.2	6	1	-13	-4	-6	1.0	-3	1
Clc1cccc(N/N=C(\Cc2nc3ccccc3[nH]2)c2ccccc2)c1	-0.5	-0.2	17	1.4	-10	22	3	0.3	-1	1.4
CC(C)Cn1c(/C=C/c2ccco2)nc2ccccc21	0.5	-0.3	-7	1.3	1	61*	6	0.0	-11	1.3
COc1ccc(C2=NN(c3nc4ccccc4s3)C(=O)/C2=C\N(C)C)cc1	5.1	-0.1	-8	1.2	-1	54*	-4	0.0	-4	1
CC(C)c1nc(=S)n(-c2ccccc2)[nH]1	-1.2	-0.1	-28	1.1	-9	-6	-7	-0.2	-6	1.1
O=C(NC1CCN(Cc2ccccc2)CC1)c1cncc(Br)c1	1.4	-0.4	2	1	-1	67*	-1	-0.9	-6	1
COc1ccc(CC(=O)Nc2cccc(/C(C)=N/NC(=O)c3cccc([N+](=O)[O-])c3)c2)cc1	1.9	-0.4	nt	1	-7	19	-3	-3.3	-11	1
CCOC(=O)C1=C(C)N(C)C(=O)NC1c1c(C)nn(-c2ccc(C)cc2)c1Cl (stereo unspecified)	1.6	-0.4	nt	1.1	-22	0	-1	0.2	-4	1
c1cc(-c2cccs2)nc(-c2cccs2)c1	0.4	-0.2	11	0.9	-7	-5	-3	-0.6	-2	0.9
CCOC(=O)c1c(C)[nH]c(C)c1C(=O)CSc1ncccn1	0.7	-0.3	nt	1	-6	-9	-1	2.0	-9	0.9

An excerpt from above with just TNAP inh hiacc and PMI act satM6P:
Compound | TNAP inh hiacc | PMI act satM6P
COc1ccc(C2=NN(c3nc4ccccc4s3)C(=O)/C2=C\N(C)C)cc1 | -4 | 1
CC(C)c1nc(=S)n(-c2ccccc2)[nH]1 | -7 | 1.1
O=C(NC1CCN(Cc2ccccc2)CC1)c1cncc(Br)c1 | -1 | 1

Remaining list, next part
SMILES	RAM network inh	Hsp70 activator	S1P3 antag	PMI activator	TNAP inh no acc	L major viab	TNAP inh hiacc	Redox H2O2 prof	HMGR II inh	PMI act satM6P
COc1ccc(N2C(S)=C(C#N)C(=O)NC2c2ccc(OC)c(OC)c2)cc1 (stereo unspecified)	1.0	-0.1	-18	0.9	-5	-7	-5	-0.1	6	1
CCOc1ccc(N=C2SC(C(=O)O)CC(=O)N2C)cc1 (stereo unspecified)	1.2	-0.4	-10	1.1	-12	-7	-6	0.0	-3	1.1
O=C(NCCCn1ccnc1)C(=O)NCC1OCCCN1S(=O)(=O)c1ccc(Cl)cc1 (stereo unspecified)	0.4	-0.4	-1	1	-7	51*	2	0.7	3	1
O=C(NC(=S)NC1C2CC3CC(C2)CC1C3)C12CC3CC(CC(C3)C1)C2 (stereo unspecified)	4.8	-0.4	-2	0.8	-11	51*	0	1.0	-2	1
CCc1ccccc1NC(=O)Cn1cccc1C1=NC(c2ccccc2)CO1 (stereo unspecified)	4.2	0.0	-10	0.9	-8	44	-9	-0.6	2	0.9
O=C1C2CCCN2C(=O)N1CCN1CCN(c2ccccc2)CC1 (stereo unspecified)	1.5	-0.3	-11	1.1	-8	61*	2	0.0	6	1.1
C[C@]12C=CC(=O)C=C1CC[C@H]1[C@@H]3C[C@@H](O)[C@](O)(C(=O)CO)[C@@]3(C)C[C@H](O)[C@@]12F	-0.8	-0.2	-16	1.3	-10	-6	0	0.3	-2	1.2
CSc1ccc(-c2nc(CSCC(=O)NCCCN3CCOCC3)c(C)o2)cc1	0.2	0.0	nt	1	8	19	-6	0.0	-1	1.1
Cc1cc(C)nc(/N=C(\N)Nc2ccc(C)c([N+](=O)[O-])c2)n1	1.4	-0.1	nt	1.1	-5	24	-1	-7.0	-2	0.8
COc1ccc(C(=O)OCC(=O)NCCN2C(=O)CSC2=O)cc1	0.3	-0.4	-5	1	-20	-1	-4	-0.3	0	0.9
O=C(c1ccccc1)C(C(=O)N1CCc2ccccc2C1)n1ccccc1=O (stereo unspecified)	0.8	-0.2	-1	0.9	-6	73*	1	0.4	-4	1
O=C(Nc1ccc(-c2nc3ccccc3[nH]2)cc1)c1ccc(N2C(=O)CCC2=O)cc1	9.1*	-0.3	5	1.1	-6	50*	-7	0.0	-5	1
Cc1nn(CC(=O)Nc2c(C)n(C)n(-c3ccccc3)c2=O)c(C)c1[N+](=O)[O-]	0.4	-0.3	-13	1.1	-8	11	-3	0.1	-8	1.1
